# Screening data (PubChem)
# D3 ag: qHTS of D3 Dopamine Receptor Agonist: qHTS; D(3) dopamine receptor (Homo sapiens), P35462; 410,000 tested, 0.58% active; D3R DiscoveRx beta-arrestin cells, luminescence, 90 min; max activation, %; in the data active means max activation above about 30%; further: 0% is about no effect; mostly tested at two doses, the higher about 12 µM
# Target sequence (P35462 whole entry, looked up): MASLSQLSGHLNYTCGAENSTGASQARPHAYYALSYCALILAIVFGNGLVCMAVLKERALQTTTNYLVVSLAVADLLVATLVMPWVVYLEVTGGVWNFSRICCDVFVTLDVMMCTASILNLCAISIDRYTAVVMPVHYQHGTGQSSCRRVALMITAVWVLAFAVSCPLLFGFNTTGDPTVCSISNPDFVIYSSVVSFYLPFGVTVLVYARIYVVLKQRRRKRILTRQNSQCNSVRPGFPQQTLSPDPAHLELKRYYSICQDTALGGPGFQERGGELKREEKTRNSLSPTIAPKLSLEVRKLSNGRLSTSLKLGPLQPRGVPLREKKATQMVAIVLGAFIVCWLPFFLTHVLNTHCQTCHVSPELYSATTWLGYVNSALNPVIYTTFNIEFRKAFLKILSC
#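 Cells at 1500/well, incubated overnight, then treated with pinned compounds (dopamine as control) for 90 min at 37 degrees C. DiscoveRx reagent added for 30 - 60 minutes at room temperature; luminescence read.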
# GLP1R cytotox: qHTS of GLP-1 Receptor Inverse Agonists: Cytotox Screen. Potency, µM (top dose mostly 38.3 µM), inactives show top-dose activity change, negative = inhibition, hits mostly inhibitors. HEK293 cAMP-luciferase reporter cells, luminescence, 24 h. AID 624418, 2012. 410,000 tested, 0.13% active;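 further: loss of luciferase light is scored as toxicity; potency means the concentration at half of the fitted maximal effect; on the % scale 0 is the no-effect control and ±100 the full control effect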
#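 Cells in DMEM/10% Nu serum/1% pen-strep, 1536-well format. Pre-incubated 12 h, dosed with 23 nL compound, incubated a further 24 h. Luciferase detection, 12 min at room temp, luminescence.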
# SW480 rerep: A quantitative high throughput screen for small molecules that induce DNA re-replication in SW480 colon adenocarcinoma cells; SW480 DNA re-replication, Hoechst DNA content imaging, 48 h; Potency, µM (highest dose often 46.1 µM), without a hit: top-dose re-replication activation, most hits filed as activators; 340,000 tested, 1.8% active; further: potency means the concentration at half of the fitted maximal effect; % of control where 0% means no effect; nearly all actives have a fitted effect of over 55% in size
#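 Cells (250 per well) received 23 nL compound or DMSO by pin tool and were kept 48 hr at 37 C, 5% CO2. Nuclei were then stained with Hoechst for 40 min and scanned for DNA content.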
# MCF10A rereplic: A quantitative high throughput screen for small molecules that induce DNA re-replication in MCF 10a normal breast cells; MCF 10A DNA re-replication, Hoechst nuclear intensity, 48 h; Potency, µM (series often up to 46.1 µM), without a hit: top-dose activity, positive = re-replication, actives largely listed as activators; 350,000 tested, 2.9% active; AID 624296, 2012; further: potency means the concentration at half of the fitted maximal effect; % of control where 0% means no effect; nearly all actives have a fitted effect of over 50% in size
# HT1080-NT tox: qHTS for induction of synthetic lethality in tumor cells producing 2HG: qHTS for the HT-1080-NT fibrosarcoma cell line. HT-1080-NT fibrosarcoma viability, CellTiter-Glo ATP luminescence, 48 h. Potency, µM (titrated, usually from 46.1 µM), inactives show at the highest dose activity, negative = less viability, usual class: cytotoxic. 360,000 tested, 1.6% active. AID 686970, 2013;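 further: NT is the 2HG producing partner of a matched IDH1 knockdown line; potency means the concentration at half of the fitted maximal effect; 0% = DMSO-treated cells and -100% = media-only wells without cells; nearly all actives have a fitted effect of over 55% in size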
#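 Luminescent CellTiter-Glo readout after 48 hours of compound exposure at 37 degrees C defined viability of HT-1080-NT cells. Activity was normalized to DMSO wells and cell-free media wells; concentration-response curves were fitted and assigned curve classes.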
# KB-V1 cytotox: qHTS assay for MDR1-selective chemotherapeutics: Primary screen using the drug-selected MDR subline cells KB-V1. KB-V1 MDR cells viability, CellTiter-Glo, 72 h. 400,000 tested, 3.4% active. Potency, µM (top dose mostly 46.1 µM), for the others: top-dose activity change, negative = cytotoxicity, actives largely listed as cytotoxic; further: potency means the concentration at half of the fitted maximal effect; on the % scale 0 is the no-effect control and ±100 the full control effect; nearly all actives have a fitted effect of over 60% in size
#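 KB-V1 MDR subline cells in DMEM (phenol-red free, 10% FBS) exposed to compounds in qHTS concentration series for 72 h at 37 degrees C. Viability read by CellTiter-Glo luminescence; concentration-effect curves fitted after normalization and correction.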
# HT1080 IDH1KD tx: qHTS for induction of synthetic lethality in tumor cells producing 2HG: qHTS for the HT-1080-IDH1KD cell line; HT-1080 IDH1 knockdown viability, ATP luminescence, 48 h; Potency, µM (top dose mostly 46.1 µM), inactives show top-dose activity, negative = toxicity, hits mostly cytotoxic; 360,000 tested, 2% active;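 further: potency means the concentration at half of the fitted maximal effect; 0% = DMSO wells and -100% = cell-free medium wells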
#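 Luminescent ATP read-out (CellTiter-Glo, 10 min at room temperature) after 48 h compound exposure at 37 °C gave viability of IDH1-knockdown HT-1080 cells. Activity was normalised to DMSO and cell-free wells, then fitted as concentration-response curves.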
# KB-3-1 tox: qHTS assay for MDR1-selective chemotherapeutics: Primary screen using the parental adenocarcinoma cell KB-3-1 | Potency, µM (titrated, usually from 46.1 µM), without a hit: at the highest dose activity change, negative = cytotoxic, actives largely listed as cytotoxic | KB-3-1 viability, CellTiter-Glo ATP luminescence, 72 h | AID 1347075, 2019 | 400,000 tested, 1.4% active; further: potency means the concentration at half of the fitted maximal effect; on the % scale 0 is the no-effect control and ±100 the full control effect; nearly all actives have a fitted effect of over 60% in size
#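 72 h, 37 °C compound treatment of KB-3-1 parental cells; CellTiter-Glo added, 10 min, luminescence read. Data corrected against DMSO-only plates and normalized before curve fitting.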
# IL-1B inflam inh: qHTS for Inhibitors of Inflammasome Signaling: IL-1-beta AlphaLISA Primary Screen. THP-1 LPS/ATP IL-1B secretion, AlphaLISA, 16 h; hits give low values. activity change, % at 57.5 µM. 360,000 tested, 4.7% active; in the data active means activity change below about -50%; inconclusive means mostly about -30% to -49%; further: on the % scale 0 is the no-effect control and ±100 the full control effect
#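 THP-1 cells pretreated 1 hr with compounds (up to 57.5 uM final), then stimulated with LPS (250 ng/mL final) plus ATP (1.25 mM final); secreted IL-1B measured by AlphaLISA after 16 hr, decreased signal indicating inhibition.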
# * hit, by the source's call; ? = inconclusive; . = no result given; [ ] = dose if it differs, or a comment. Unless noted, the call rests on the fitted dose curve; in most records, active means well fitted curve in the direction sought with a large enough effect; inconclusive means small, poorly fitted or top-dose-only effect, or another doubt; inactive means no such curve, though single readings can be large; an effect the other way counts as inactive or inconclusive.
SMILES,D3 ag,GLP1R cytotox,SW480 rerep,MCF10A rereplic,HT1080-NT tox,KB-V1 cytotox,HT1080 IDH1KD tx,KB-3-1 tox,IL-1B inflam inh
Cc1cccc(NC(=O)CSc2nc(N)c(NC(=O)c3cccs3)c(=O)[nH]2)c1,-6,0%,1%,-1%,-2%,-2%,-3%,0%,-22
Cc1ccc([N+](=O)[O-])cc1NC(=O)c1cccs1,0,11%,-2%,-1%,22%,2%,15%,7%,12
CC(=O)c1ccc(NC(=O)CSc2nc(=O)n(Cc3ccncc3)c3c2CCC3)cc1,2,-14%,.,.,.,26%,.,2%,.
Cc1ccc2nc(/C(C#N)=C\c3ccc([N+](=O)[O-])o3)[nH]c2c1,26,2%,?,9.2µM*,?,-16%,2µM*,-11%,-101*
COC(=O)c1ccc(COC(=O)C(CCSC)NC(=O)COc2ccccc2)cc1 (stereo unspecified),1,-15%,-8%,-1%,-1%,.,0%,.,-8
CC(=O)C1C(=O)c2c(cccc2[N+](=O)[O-])C1=Nc1cccc(Cl)c1 (stereo unspecified),2,7%,?,-1%,-5%,0%,0%,-11%,7
CC1(C)OC(=O)C(=CNc2cccc(O)c2)C(=O)O1,-1,9%,?,-9%,-12%,-5%,6%,2%,-7
CC[C@H](C)[C@H]1CNC(=O)C(=O)N1CC1CCN(CC2CCC(C)CC2)CC1 (stereo partly specified),-39,11%,-20%,?,-2%,-5%,-5%,-14%,0
Cc1ccc(S(N)(=O)=O)cc1,9,4%,-24%,0%,26%,13%,3%,0%,-3
O=S(=O)(Nc1ccc(C(O)(C(F)(F)F)C(F)(F)F)cc1)c1cccc2ccccc12,-11,-7%,.,.,?,-3%,?,-1%,0
CCOC(=O)C1=C(COC(=O)/C=C/c2cc(OC)c(OC)c(OC)c2)NC(=O)NC1C (stereo unspecified),14,-1%,0%,1%,-19%,-20%,4%,-18%,36
CCOC(=O)c1cc(-c2ccc(C)cc2)n(CC(=O)Nc2ccc(OC)c(Cl)c2)c1C,1,-1%,.,.,.,?,.,-3%,.
Cc1c(NC(=O)CN(c2ccc(F)cc2)S(=O)(=O)c2ccccc2)c(=O)n(-c2ccccc2)n1C,-3,-3%,-2%,13%,-11%,-3%,-1%,-2%,16
COc1ccc(NC(=O)C2CCCN(C(=O)c3cnn(-c4ccccc4)c3-n3cccc3)C2)cc1 (stereo unspecified),4,-4%,.,.,.,-3%,.,-13%,.
CCN(Cc1nc2ccccc2c(=O)[nH]1)C(=O)CN1C(=O)NC2(CCCCC2C)C1=O (stereo unspecified),-1,6%,-8%,9%,-11%,-9%,-9%,3%,8
COc1ccccc1N1CCN(S(=O)(=O)c2ccc(-n3cnnn3)c(C)c2)CC1,10,-8%,0%,2%,5%,?,12%,13%,-20
O=C1c2ccc([N+](=O)[O-])cc2C(=O)N1c1ccc(Cl)cn1,3,14%,13%,-14%,-6%,18%,-1%,-1%,8
O=c1[nH]c(C2CCN(S(=O)(=O)c3cccc(Cl)c3)CC2)nc2c1nnn2Cc1ccccc1,-16,-4%,?,?,?,-17%,?,-5%,?
C[C@H](NC(=O)COc1ccccc1)C(=O)OCC(=O)c1cc2ccccc2o1,-13,1%,10%,?,7%,-2%,14%,-6%,9
CCCC(=O)OC1=C(C(C)=O)N(Cc2ccccc2)S(=O)(=O)c2ccccc21,-7,10%,.,.,.,?,.,0%,.
CC1Cc2ccccc2N1C(=O)CSc1nc2ccccc2s1 (stereo unspecified),0,13%,-4%,16%,-2%,19%,-5%,0%,-16
CC1Cc2ccccc2N1C(=O)CN(C)CC(=O)Nc1cccc(F)c1 (stereo unspecified),-1,-7%,-12%,2%,0%,-4%,0%,1%,-5
CCc1ccc(-n2c(=O)c3ccc(C(=O)NCCc4ccccc4)cc3n(Cc3ccccc3C#N)c2=O)cc1,5,0%,.,.,.,-43%,.,22%,.
Cc1ccc(N(C(=O)c2csnn2)C(C(=O)NC2CCCC2)c2cccnc2)cc1 (stereo unspecified),-7,14%,-16%,-19%,13%,0%,15%,2%,-5
CO[C@H]1O[C@H](C)[C@@H](O)C[C@H]1NC(=O)OCc1ccccc1,-13,1%,-3%,-3%,3%,0%,4%,18%,-1

# Not a retest: entries from further up.
SMILES,D3 ag,GLP1R cytotox,SW480 rerep,MCF10A rereplic,HT1080-NT tox,KB-V1 cytotox,HT1080 IDH1KD tx,KB-3-1 tox,IL-1B inflam inh
Cc1ccc2nc(/C(C#N)=C\c3ccc([N+](=O)[O-])o3)[nH]c2c1,26,2%,?,9.2µM*,?,-16%,2µM*,-11%,-101*
COC(=O)c1ccc(COC(=O)C(CCSC)NC(=O)COc2ccccc2)cc1 (stereo unspecified),1,-15%,-8%,-1%,-1%,.,0%,.,-8
CC(=O)C1C(=O)c2c(cccc2[N+](=O)[O-])C1=Nc1cccc(Cl)c1 (stereo unspecified),2,7%,?,-1%,-5%,0%,0%,-11%,7
CC1(C)OC(=O)C(=CNc2cccc(O)c2)C(=O)O1,-1,9%,?,-9%,-12%,-5%,6%,2%,-7
CC[C@H](C)[C@H]1CNC(=O)C(=O)N1CC1CCN(CC2CCC(C)CC2)CC1 (stereo partly specified),-39,11%,-20%,?,-2%,-5%,-5%,-14%,0
Cc1ccc(S(N)(=O)=O)cc1,9,4%,-24%,0%,26%,13%,3%,0%,-3
O=S(=O)(Nc1ccc(C(O)(C(F)(F)F)C(F)(F)F)cc1)c1cccc2ccccc12,-11,-7%,.,.,?,-3%,?,-1%,0
CCOC(=O)C1=C(COC(=O)/C=C/c2cc(OC)c(OC)c(OC)c2)NC(=O)NC1C (stereo unspecified),14,-1%,0%,1%,-19%,-20%,4%,-18%,36
CCOC(=O)c1cc(-c2ccc(C)cc2)n(CC(=O)Nc2ccc(OC)c(Cl)c2)c1C,1,-1%,.,.,.,?,.,-3%,.
Cc1c(NC(=O)CN(c2ccc(F)cc2)S(=O)(=O)c2ccccc2)c(=O)n(-c2ccccc2)n1C,-3,-3%,-2%,13%,-11%,-3%,-1%,-2%,16

# (cont.)
SMILES,D3 ag,GLP1R cytotox,SW480 rerep,MCF10A rereplic,HT1080-NT tox,KB-V1 cytotox,HT1080 IDH1KD tx,KB-3-1 tox,IL-1B inflam inh
COc1ccc(S(=O)(=O)Nc2nncs2)cc1,-1,8%,-8%,-2%,0%,27%,7%,4%,9
Cc1ccc(NC(=O)c2nc[nH]c2C(=O)N2CCN(c3ccccc3)CC2)cc1,10,1%,15%[9.22 µM],3%,9%,4%,11%,-3%,-20
O=C(NCCc1nnc2ccc(N3CCCC3)nn12)c1ccccc1,-7,-18%,-14%,?,-9%,-21%,-6%,?,3
C[C@H](CO)NC(=O)c1[nH]cnc1C(=O)Nc1cccc(Cl)c1,4,1%,.,.,2%,-14%,-12%,16%,-5
Cn1c(SCc2ccc(F)cc2)nnc1-c1cccs1,8,-17%,0%,1%,21%,16µM*,-10%,12%,-18
Cc1ccc(C)c(OCCn2cc(/C=C(\C#N)C(=O)NCC3CCCO3)c3ccccc32)c1 (stereo unspecified),8,-2%,?,16µM*,-2%,0%,-16%,?,?
COc1ccccc1C(C)NC(=O)c1ccc(C)o1 (stereo unspecified),-1,?,?,?,?,?,?,-18%,28
CCOc1ccc(-c2c(C)nn3c(C)c(C(=O)NCCc4ccc(Cl)cc4)cnc23)cc1OCC,1,-10%,.,.,.,?,.,10%,.
COc1cc(C2N(C)CCC3(OCCO3)C2(C)C)cc(OC)c1OC (stereo unspecified),-8,0%,?,1%,-23%,-20%,-7%,0%,3
COc1cc(C2Sc3ccccc3NC3=C2C(=O)OC3)cc(OC)c1OC (stereo unspecified),-3,-19%,?,?,-3%,-30%,?,23µM*,36
CCc1ccc(CNC(=O)c2ccc3c(c2)nc2n3CCOC2)cc1,8,21%,.,.,.,1%,.,9%,.
CC(NC(=O)c1ccc(NC(=O)CC2SC(N3CCCC3)=NC2=O)cc1)c1ccc(F)cc1 (stereo unspecified),-7,1%,?,-2%,11%[9.24 µM],12%,-2%,1%,12
O=C(NCC1CCCCC1)c1cc(Br)ccc1Cl,-12,-15%,2%,-1%,-2%,1%,-3%,-4%,-3
Cc1cc(S(=O)(=O)N2CCOCC2)ccc1OCC(=O)Nc1ccc(F)cc1,-10,15%,1%,-2%,-20%,-23%,-11%,-3%,-11
O=C1CNC(c2ccccc2)C(c2ccccc2)N1 (stereo unspecified),-1,4%,.,.,-2%,0%,10%,-17%,-9
COc1ccc(/C=N/NC(=O)c2cccc(OC(F)(F)C(F)F)c2)c(OC)c1OC,-8,-3%[1.53 µM],1%,5%,4%,-11%,12%,-2%,-2
CCC(C)c1ccc(NC(=O)COC(=O)CCNS(=O)(=O)c2cccs2)cc1 (stereo unspecified),8,1%,-2%,-2%,-1%,-20%,0%,2%,5
Cc1nc(Nc2ccc(O)cc2)c2c3c(sc2n1)CCCC3,-23,0%,4%,?,?,-24%,-24%,-12%,14
CCOc1ccccc1N(CC(=O)N(C)Cc1ccccc1)S(=O)(=O)c1ccccc1,-3,-8%,2%,14%,-1%,-14%,1%,-4%,-12
CCc1n[nH]c(=S)n1/N=C/c1ccc2c(c1)OCO2,-5,3%,0%,-2%,4%[9.24 µM],?,?,4%,0

# Hits appear at their usual frequency; 11% or so of the library scored in one or more.
